# Hck Nef HTS: blocks Nef-activated human Hck kinase. P08631. Recombinant Hck-YEEI plus Nef, Z-Lyte FRET kinase assay. inhibition, % at 20 µM. hit rate 0.68% among 220,000. AID 463187;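 active means Hck-Nef kinase inhibition above about 50%, limit read from the data; inactive means inhibition below that limit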;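 further: 0% = DMSO with Hck plus Nef and 100% = Hck alone without Nef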
# Runt-SMMHC FRET: inhibitors of human RUNX1 Runt domain binding to CBFb-SMMHC; Q01196+Q13951; Cerulean-Runt/Venus-CBFb-SMMHC FRET ratio 530/480, 1 h; inhibition, % at 20 µM; hit rate 0.74% among 220,000; AID 1434;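 active means mean inhibition across duplicate retests at 20 µM reaching about 50%, limit read from the data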;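 further: 0% = DMSO wells and 100% = wells with excess untagged CBFb-SMMHC; inhibitors lower the FRET ratio by blocking Runt binding to CBFb-SMMHC; some results filed as inactive read as strong as hits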
# NPY-Y1 antag: blocks the human neuropeptide Y Y1 receptor; hit rate 1% among 200,000; inhibition, % at 3.6 µM; AID 1040; P25929; HEK293-CNG Y1 cells, membrane potential fluorescence; NPY at EC95, then isoproterenol;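 active means inhibition above the campaign mean inhibition of all tested compounds plus 3 SD, cut at about 20% in these data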;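 further: 0% = DMSO wells given NPY plus isoproterenol and 100% = isoproterenol alone without NPY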
#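 Assay system: HEK293 cells with Y1 receptor plus CNG channel | Probe or stimulus: NPY (25 nM), isoproterenol (1 µM), Ro 20-1724 (25 µM) | Timing: Compound incubation 1 h at room temperature, readout 45 min post-stimulation | Measured by: Membrane-potential fluorescent dye readout | Benchmarks: High control isoproterenol alone, low control NPY with isoproterenol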
# NPY1 pot ag: potentiators or agonists of human neuropeptide Y receptor Y1. P25929. NPY-Y1 expressing cells, potentiator/agonist activation. activation, % at 3.6 µM. hit rate 0.37% among 220,000; in the data active means activation above about 33%, passing the limit was not always enough;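 further: cells stimulated with NPY at EC10 then isoproterenol at EC100; 0% = low agonist plus stimulus and 100% = saturating agonist plus stimulus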
# p97 inhibitor: blocks human p97 ATPase activity | recombinant p97 ATPase, Kinase-Glo ATP luminescence, 3 h | hit rate 0.42% among 220,000 | inhibition, % at 8 µM; in the data active means inhibition above about 15%;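 further: 0% = DMSO vehicle and 100% = wells lacking enzyme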
# RBBP9 inhibitor: human RBBP9 hydrolase inhibition | O75884 | recombinant RBBP9, FP-Rh probe fluorescence polarization | inhibition, % at 7.94 µM | hit rate 0.2% among 220,000 | AID 1515;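 active means inhibition above the campaign mean of all tested compounds plus 3 SD, cut at about 14% in these data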;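 further: plate controls were DMSO wells with RBBP9 for no effect and wells lacking RBBP9 protein for full effect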
#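 System: RBBP9 protein | Quantity: 2.5 µM RBBP9 dispensing solution, before mixing | Reagent: FP-Rh probe, 375 nM dispensing solution | Timing: Enzyme-compound preincubation 30 min, then probe labeling 45 min, 25 °C | Measured by: Fluorescence polarization | Read-out: % inhibition | Replication: One well per compound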
# NPY-Y2 PAM-ag: potentiates or activates human NPY-Y2 receptor; activation, % at 3.6 µM; P49146; hit rate 0.45% among 220,000; cells expressing NPY-Y2, potentiator/agonist read-out; in the data active means activation above about 27%;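 further: cells stimulated with NPY near EC25 plus isoproterenol at EC100; 0% = vehicle plus submaximal agonist and 100% = vehicle plus saturating agonist; some results beyond the cut were filed as inactive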
# Target sequence (P49146 whole entry, looked up): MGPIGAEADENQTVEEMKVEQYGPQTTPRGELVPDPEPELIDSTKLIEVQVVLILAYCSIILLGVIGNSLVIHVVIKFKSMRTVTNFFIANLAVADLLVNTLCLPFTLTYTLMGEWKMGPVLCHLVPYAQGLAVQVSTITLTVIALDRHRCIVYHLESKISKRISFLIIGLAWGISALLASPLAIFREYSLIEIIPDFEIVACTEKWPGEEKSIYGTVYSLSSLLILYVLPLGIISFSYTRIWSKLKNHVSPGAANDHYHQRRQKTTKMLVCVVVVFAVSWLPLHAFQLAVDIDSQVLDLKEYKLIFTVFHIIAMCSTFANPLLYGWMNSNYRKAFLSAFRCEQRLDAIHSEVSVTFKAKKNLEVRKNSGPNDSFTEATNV
# Runt-CBFb FRET: Runt domain-CBFb interaction inhibition; Cerulean-Runt/Venus-CBFb FRET ratio 530/480, 1 h; Q01196+Q13951; inhibition, % at 20 µM; hit rate 0.46% among 220,000;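 active means inhibition over about 50% at 20 µM in the single-dose screen, limit read from the data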;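 further: 0% = DMSO wells and 100% = excess unlabeled CBFb competitor control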
#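 test system = Cerulean-tagged RUNX1 Runt domain (FRET donor) fusion protein | reagent = Venus-CBFb binding partner, 100 nM | incubation = protein complex preformed 1 h, compound exposure 1 h, room temperature, dark | detection = FRET fluorescence | read-out basis = loss of energy transfer signal | controls = 5 µM unlabeled CBFb as full-inhibition high control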
# Mdm2 ligase inh: inhibitors of human Mdm2 E3 ubiquitin ligase; Q00987; cell-based MDM2 ubiquitination luciferase reporter, 2 h; 0 = plate control, 100 = twice control, blank-subtracted; signal enhancement, % at 5 µM; hit rate 0.11% among 210,000; AID 1230;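 active means signal enhancement of 30% or more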;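 further: luminescence tracks abundance of the self-degrading MDM2-luciferase fusion protein; higher signal means inhibition of MDM2 E3 ligase activity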
# Target sequence (Q00987 whole entry, looked up, the tested form may be a part): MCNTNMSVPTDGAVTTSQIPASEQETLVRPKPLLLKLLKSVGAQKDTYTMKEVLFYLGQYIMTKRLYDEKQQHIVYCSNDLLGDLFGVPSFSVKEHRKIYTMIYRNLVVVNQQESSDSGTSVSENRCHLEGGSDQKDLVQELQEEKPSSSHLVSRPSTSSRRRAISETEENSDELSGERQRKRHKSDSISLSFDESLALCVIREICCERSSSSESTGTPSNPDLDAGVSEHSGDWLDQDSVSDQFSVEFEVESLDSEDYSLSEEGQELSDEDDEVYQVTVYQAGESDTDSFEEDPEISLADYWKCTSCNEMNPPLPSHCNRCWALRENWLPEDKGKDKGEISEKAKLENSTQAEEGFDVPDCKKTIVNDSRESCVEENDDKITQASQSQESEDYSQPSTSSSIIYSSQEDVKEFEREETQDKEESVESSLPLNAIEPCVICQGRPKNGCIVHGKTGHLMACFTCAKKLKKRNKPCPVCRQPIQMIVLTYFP
#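 Test system: stable mammalian line carrying autodegrading MDM2–luciferase fusion reporter; quantity: 2000 cells in each well; times: 4 h cell settling then 2 h compound exposure, 37 °C; detection: luminescence with SteadyLite reagent, 15 min at room temperature; evaluation: percent signal gain over controls, blank-subtracted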
# Numbers without * were called inactive; x = not tested or not shown.
# Values in the order: p97 inhibitor	NPY1 pot ag	NPY-Y2 PAM-ag	Runt-CBFb FRET	Mdm2 ligase inh	Hck Nef HTS	Runt-SMMHC FRET	NPY-Y1 antag	RBBP9 inhibitor
COC(=O)c1cc(NC(=O)Nc2ccccc2)ccc1Cl
 : 3	-3	10	0	-1	4	0	3	-5
O=C(OCCN=C1NS(=O)(=O)c2ccccc21)c1ccncc1
 : 5	-37	-11	2	-19	2	4	0	4
CCOc1ccccc1C(=O)Nc1cc(OC)ccc1OC
 : 3	-17	-36	-1	-6	-2	-3	8	2
COC(=O)c1cccc(Cn2cc([N+](=O)[O-])cn2)c1
 : 3	-7	-9	-2	-28	21	-4	-1	2
C/C(=N/NC(=O)CSc1ccccn1)c1ccc([N+](=O)[O-])cc1
 : 3	-12	14	-3	-7	8	0	3	-5
Cn1c(=O)cc(SCC(=O)NCCC2=CCCCC2)c2ccc(Cl)cc21
 : 6	-8	-5	-2	2	2	-6	4	0
O=C(COc1ccc(S(=O)(=O)N2CCCCC2)cc1)NCc1ccncc1
 : 5	4	14	0	-1	-1	-3	-3	-7
CCOc1ccc(N2C(=O)/C(=C/c3cccs3)N(C)C2=S)cc1
 : 4	22	17	-5	5	3	-1	-6	-1
CC(=O)OCC(=O)c1c[nH]c2ccccc12
 : 1	6	-2	0	3	9	-3	1	2
CCNC(=O)CC1C(=O)N(C)C(=S)N1NC(=O)c1ccc(Cl)cc1 (configuration not stated)
 : 0	14	7	0	-18	0	1	-1	-7
CCCCNC(=O)Nc1cc(C(=O)OC)ccc1C
 : -3	-2	9	2	-9	-1	5	-3	-9
Cc1ccc2[nH]c3c(N4CCCCCC4)ncnc3c2c1
 : 3	-5	-5	0	-37	15	0	-5	-8
O=[N+]([O-])c1nn(-c2ccc3c(c2)OCCO3)n(O)c1=NC1CCN(Cc2ccccc2)CC1
 : 1	20	-2	-1	-3	27	0	-2	-2
CN(C(=O)COC(=O)c1cc(NS(=O)(=O)c2cc([N+](=O)[O-])ccc2Cl)ccc1O)C1CCCCC1
 : 3	0	-3	-1	1	-19	3	-1	-6
Nc1nc(-c2ccc(F)cc2)cs1
 : 4	15	14	0	-1	24	2	-2	3
NC(=O)CC(NC(=O)Cc1cccc2ccccc12)c1ccc(NCCc2ccccc2F)c([N+](=O)[O-])c1 (configuration not stated)
 : x	x	x	-5	-6	31	-9	x	x
C#Cc1ccc([C@H]2C=C(C(=O)OCC=C)O[C@@H](OCC)[C@@H]2CCCO)cc1
 : 0	8	18	-4	x	12	-4	-3	-9
CSc1ncccc1C(=O)OCC(=O)N(C)C
 : 6	5	-10	0	-10	21	0	2	-3
O=C(NCCN1CCCCC1)c1ccc(Oc2cc(Cl)cc(Cl)c2)o1
 : -13	-28	-19	-2	-8	-3	2	x	-7
CC1CC2(NC(=O)NC2=O)C(C)CN1C (configuration not stated)
 : -6	-33	2	0	-12	4	-1	7	-7

# Six of the entries above in order of their number in Runt-CBFb FRET, lowest first.
# Values in the order: p97 inhibitor	NPY1 pot ag	NPY-Y2 PAM-ag	Runt-CBFb FRET	Mdm2 ligase inh	Hck Nef HTS	Runt-SMMHC FRET	NPY-Y1 antag	RBBP9 inhibitor
NC(=O)CC(NC(=O)Cc1cccc2ccccc12)c1ccc(NCCc2ccccc2F)c([N+](=O)[O-])c1 (configuration not stated)
 : x	x	x	-5	-6	31	-9	x	x
C/C(=N/NC(=O)CSc1ccccn1)c1ccc([N+](=O)[O-])cc1
 : 3	-12	14	-3	-7	8	0	3	-5
O=C(NCCN1CCCCC1)c1ccc(Oc2cc(Cl)cc(Cl)c2)o1
 : -13	-28	-19	-2	-8	-3	2	x	-7
CCOc1ccccc1C(=O)Nc1cc(OC)ccc1OC
 : 3	-17	-36	-1	-6	-2	-3	8	2
COC(=O)c1cc(NC(=O)Nc2ccccc2)ccc1Cl
 : 3	-3	10	0	-1	4	0	3	-5
O=C(OCCN=C1NS(=O)(=O)c2ccccc21)c1ccncc1
 : 5	-37	-11	2	-19	2	4	0	4

# Back to the main list with the 2 entries that preceded the break.
# Values in the order: p97 inhibitor	NPY1 pot ag	NPY-Y2 PAM-ag	Runt-CBFb FRET	Mdm2 ligase inh	Hck Nef HTS	Runt-SMMHC FRET	NPY-Y1 antag	RBBP9 inhibitor
O=C(NCCN1CCCCC1)c1ccc(Oc2cc(Cl)cc(Cl)c2)o1
 : -13	-28	-19	-2	-8	-3	2	x	-7
CC1CC2(NC(=O)NC2=O)C(C)CN1C (configuration not stated)
 : -6	-33	2	0	-12	4	-1	7	-7
O=C(Nc1ncn[nH]1)c1ccccc1O
 : 3	-7	-15	-2	1	13	0	x	-6
COc1ccc(-c2nc(NC(=O)CCNC(=O)c3ccco3)sc2C)cc1
 : 1	12	-3	0	-13	9	2	0	2
CCC(C)NC(=O)CCSCCC(=O)NC(C)CC (configuration not stated)
 : 1	17	4	-4	9	1	-4	0	10
COc1cc(OC)cc(C(=O)N[C@H](C(=O)OCc2cc(=O)oc3cc(C)ccc23)C(C)C)c1
 : -6	-7	-13	-2	-7	-1	3	8	-1
COC(=O)C1CC(=O)N(Cc2ccccc2)C1 (configuration not stated)
 : 2	-6	-1	1	-1	22	0	-3	-7
O=C(CN(CCc1ccccc1)C(=O)CNS(=O)(=O)c1ccc(F)cc1)NCc1ccco1
 : 0	-1	0	1	-2	5	-3	-1	-4
Cc1cccc(N/C(N)=N/c2nc(C(F)(F)F)cc(C(F)(F)F)n2)c1
 : 3	-7	8	0	-10	-4	1	1	-4
Nc1nc2nc(SCC(=O)N3CCCc4ccccc43)[nH]c2c(=O)[nH]1
 : 3	-31	11	-3	0	-21	-4	2	3
Cc1ccc(NC(=O)/C(C#N)=C/c2ccccc2C(F)(F)F)cc1
 : 10	6	-3	1	-10	3	2	4	-6
O=[N+]([O-])c1ccc(Sc2n[nH]c(-c3ccncc3)n2)nc1
 : 0	-11	-14	0	-1	21	-2	1	-5
Cc1ccc(-c2noc(CCC(=O)NCc3ccc4c(c3)OCO4)n2)cc1
 : -1	-73	-17	-2	-15	-19	0	17	6
CCC(C)NC(=O)c1cccc(OCc2c(C)noc2C)c1 (configuration not stated)
 : 0	5	7	0	-2	7	-2	5	-1
COc1ccc(CCN(C(=O)C(F)(F)F)C(C(=O)NC2CCCCC2)c2ccc(C)s2)cc1OC (configuration not stated)
 : -3	6	-5	-3	-32	0	2	-1	-4
Cc1cc(=O)[nH]c(N/N=C/c2ccco2)n1
 : 0	1	-3	1	1	1	0	-6	-5
CC(C)N(CCn1cnc2c([nH]c3ccccc32)c1=O)C(C)C
 : 7	-4	-16	-1	-11	5	-2	x	1
CCn1cc(CNC(=S)Nc2cccc3ccccc23)cn1
 : 8	11	11	5	-96	11	-6	2	11
COc1ccc(OC)c(Nc2nc(N)c([N+](=O)[O-])c(NCc3ccccc3)n2)c1
 : 3	1	-1	-13	1	16	-30	x	6
COC(=O)c1c(N)c(C#N)c2n1CCCCC2
 : 3	2	4	0	-11	1	3	4	0
COc1ccc(Cc2nnc(SCC(=O)N3CCCC(C)C3)o2)cc1 (configuration not stated)
 : 5	-4	15	-2	2	22	-1	2	3
O=C(Oc1ccc(N2C(=O)CCC2=O)cc1)c1ccco1
 : 4	-27	5	0	-18	0	2	-3	9
Cc1nc2c(C(=O)NCCC(C)C)c[nH]n2c(=O)c1Cl
 : 2	21	20	-6	4	1	-1	-4	0
CN1CCCNc2nc3ccccc3nc21
 : -2	-16	1	17	x	13	15	x	-7
O=C(NCc1ccccn1)c1cccs1
 : 3	7	16	1	-13	0	1	-7	-1
Cc1ccc(O)c(-c2cc(-c3ccccc3C)[nH]n2)c1
 : -4	6	9	0	-21	52*	-1	-1	-8
Cc1c(-c2ccccc2)nc2ccccc2c1C(=O)OCC(=O)Nc1ncc(C(F)(F)F)cc1Cl
 : 2	-9	6	-5	-5	-5	-1	4	-9
O=C(COC(=O)c1cc(=O)[nH]c2ccccc12)NC1CCCC1
 : 2	-27	-1	2	17	26	-2	-2	2
COc1cc(CNc2ncn[nH]2)ccc1OCc1cccc(C)c1
 : 0	4	7	0	-18	-3	3	4	-8
O=C(N1CCOCC1)N1CCN(c2ccccc2F)CC1
 : 0	5	-12	0	-15	1	-6	-4	-1
COc1ccc(-c2nn(CCC(=O)O)cc2/C=C2\SC(N)=NC2=O)cc1OC
 : 5	-1	7	-1	-3	1	-5	4	-4
COc1ccc(-n2c(O)c(C=Nc3ccccc3)c3ccccc3c2=O)cc1
 : 11	12	-2	7	14	20	90*	1	-6
Cc1ccc2cc(C(c3nnnn3CC3CCCO3)N3CCCC4(CCCCC4)C3)c(=O)[nH]c2c1 (configuration not stated)
 : -2	-8	7	x	x	1	x	12	-8
CSc1nnc(-c2cccc(NC(=O)c3ccccc3)c2)n1C
 : -1	-4	-16	-3	-4	13	1	x	-2
Cc1nn(C)c(C)c1S(=O)(=O)N1CCC(C(=O)Nc2ccc3c(c2)OCCO3)CC1
 : 4	13	8	2	-29	4	0	2	-5
O=C(NCCc1ccccc1)C1(c2ccccc2)CC1(Cl)Cl (configuration not stated)
 : 7	14	12	x	6	1	0	2	-5
CCCCC(=O)Nc1ccc(C(=O)OC2CCCCC2)cc1
 : -8	-12	-2	-2	4	0	-1	-4	-13
CN(C)/C=C(\C#N)S(=O)(=O)C(C)(C)C
 : -1	-6	-2	-2	-13	14	1	4	-6
COc1cc(CN2CCN(S(=O)(=O)c3ccc(NC(C)=O)cc3)CC2)cc(OC)c1O
 : -2	3	-1	1	2	-13	-1	3	-6
